Vif-APOBEC3F blk = qHTS for Inhibitors of Vif-A3F Interactions: qHTS | 390,000 tested, 0.2% active | Potency, µM (titrated, usually from 46.1 µM), without a hit: at the top dose activity, negative = active | AID 602313, 2012 | HeLa A3F-eYFP + Vif (tagged APOBEC3F with the HIV-1 protein that degrades it), YFP fluorescence increase; further: % of control where 0% means no effect; nearly all actives have a fitted effect of over 65% in size
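HeLa cells stably expressing A3F-eYFP plus Vif, plated and incubated overnight at 37 deg C, then exposed to compounds overnight at 37 deg C. Blocked degradation read as raised yellow fluorescence (Ex 488/Em 500-530).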
TrxR1 substrate = qHTS Assay for Substrates of Mammalian Selenoprotein Thioredoxin Reductase 1 (TrxR1): qHTS | Potency, µM (titrated, usually from 114 µM), without a hit: at the top dose activity change, negative = substrate turnover | purified TrxR1 substrate turnover, NADPH consumption readout | AID 588456, 2011 | Thioredoxin reductase 1, cytoplasmic (Rattus norvegicus), O89049 | 390,000 tested, 0.01% active; further: on the % scale 0 is the no-effect control and ±100 the full control effect; nearly all actives have a fitted effect of over 50% in size
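Rat TrxR1, dispensed at 90 nM, was prereduced with 400 uM NADPH (final) for 5 min at ~22 deg C, then incubated with compound 15 min before 400 uM selenite. A first-read NADPH fluorescence drop versus no-compound background flagged substrates.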
USP1 inh = Inhibitors of USP1/UAF1: Primary Screen; Potency, µM (highest dose often 57.1 µM), inactives show top-dose activity change, negative = inhibition, hits mostly inhibitors; Ubiquitin carboxyl-terminal hydrolase 1 (Homo sapiens), O94782; recombinant USP1/UAF1, Ub-Rhodamine cleavage fluorescence; AID 743255, 2014; 390,000 tested, 0.23% active; further: on the % scale 0 is the no-effect control and ±100 the full control effect; nearly all actives have a fitted effect of over 60% in size; inactives centre near -12
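Step one: compound is pinned into 1nM USP1/UAF1 in HEPES pH 7.8 buffer with TCEP. Step two: 15 min room-temperature incubation. Step three: Ub-Rho (150nM final) starts cleavage, tracked by fluorescence over six one-minute reads.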
RXFP1 agonist = qHTS Assay for Agonists of the Relaxin Receptor RXFP1; Potency, µM (series often up to 57.5 µM), for inactives: at the top dose activation, usual class: activators; AID 2676, 2010; 370,000 tested, 0.3% active; HEK293T-RXFP1 cAMP TR-FRET, 30 min; response scale: percent of porcine relaxin response, buffer zero; Relaxin receptor 1 (Homo sapiens), Q9HBX9; further: on the % scale 0 is the no-effect control and ±100 the full control effect; nearly all actives have a fitted effect of over 60% in size; many of its hits are not listed in these tables
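HEK293T cells stably expressing RXFP1 were pretreated with the PDE4 inhibitor Ro 20174, exposed to compounds for 30 min at 37C, lysed, and cAMP was read by TR-FRET. Data normalized to buffer (basal) and 29 nM porcine relaxin (100%).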
RGS4 inh = Inhibitors of Regulator of G Protein Signaling (RGS) 4: qHTS; AID 504845, 2011; Potency, µM (doses to about 114 µM), without a hit: at the highest dose activity change, negative = inhibition, most hits filed as inhibitors; Transcreener GDP fluorescence polarization, RGS4-accelerated GTP hydrolysis; 390,000 tested, 0.039% active; Regulator of G-protein signaling 4 (Homo sapiens), P49798; further: on the % scale 0 is the no-effect control and ±100 the full control effect; nearly all actives have a fitted effect of over 75% in size; some results filed as inactive show a strong effect at the top dose
Target sequence (P49798 whole entry, looked up): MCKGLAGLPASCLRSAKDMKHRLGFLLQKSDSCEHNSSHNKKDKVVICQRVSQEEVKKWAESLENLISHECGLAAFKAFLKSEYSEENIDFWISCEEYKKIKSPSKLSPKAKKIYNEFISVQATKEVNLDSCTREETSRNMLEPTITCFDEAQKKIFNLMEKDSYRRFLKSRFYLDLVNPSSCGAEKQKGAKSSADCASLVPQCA
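MLSMR compounds (23 nl, pin-transferred) preincubated 10 min at room temperature with a 500nM (2x) first reagent, then RGS4 at 900nM (2x) plus Transcreener GDP mix added; fluorescence polarization (620/688 nm) read before and after 90 min at 30 °C.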
12-LOX inh = Primary qHTS assay for inhibitors of human arachidonate 12S-lipoxygenase (ALOX12): Round 2 | Polyunsaturated fatty acid lipoxygenase ALOX12 (Homo sapiens), P18054 | purified 12hLO, xylenol orange hydroperoxide absorbance | 580,000 tested, 1.1% active | Potency, µM (top dose mostly 108 µM), for the others: at the top dose activity change, negative = inhibition, most hits filed as inhibitors; further: on the % scale 0 is the no-effect control and ±100 the full control effect
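Hydroperoxide product was detected by ferrous iron/xylenol orange as the 573 to 405 nm absorbance ratio. Arachidonic acid at 40 uM (final) was turned over for 30 min at room temperature by 150 nM human 12hLO, pH 7.0 Hepes buffer, after 15 min compound preincubation.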
rTrxR1 inhibitor = qHTS Assay for Inhibitors of Mammalian Selenoprotein Thioredoxin Reductase 1 (TrxR1): qHTS; Potency, µM (top dose mostly 114 µM), inactives show top-dose activity change, negative = inhibition, hits mostly inhibitors; AID 588453, 2011; 390,000 tested, 1% active; Thioredoxin reductase 1, cytoplasmic (Rattus norvegicus), O89049; recombinant rTrxR1, NADPH fluorescence consumption, selenite substrate; further: on the % scale 0 is the no-effect control and ±100 the full control effect; nearly all actives have a fitted effect of over 65% in size
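Rat TrxR1 (90 nM in the dispensed reagent) was pre-reduced with 400 uM NADPH for 5 min at room temperature, then incubated with compound for 15 min. After 400 uM selenite was added, NADPH fluorescence (Ex 340/Em 450 nm) was followed for 8 min.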
Vif-A3G inh = qHTS for Inhibitors of Vif-A3G Interactions: qHTS | Potency, µM (top dose mostly 46.1 µM), for inactives: at the highest dose activity, negative = active, most hits filed as inhibitors | 410,000 tested, 0.076% active | AID 602310, 2012 | HeLa A3G-eYFP + Vif (tagged APOBEC3G with the HIV-1 protein that degrades it), YFP fluorescence, overnight;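 further: on the % scale 0 is the no-effect control and ±100 the full control effect; nearly all actives have a fitted effect of over 60% in size; hits raise eYFP signal because A3G escapes Vif-driven loss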
Target sequence (Q9HC16 whole entry, looked up): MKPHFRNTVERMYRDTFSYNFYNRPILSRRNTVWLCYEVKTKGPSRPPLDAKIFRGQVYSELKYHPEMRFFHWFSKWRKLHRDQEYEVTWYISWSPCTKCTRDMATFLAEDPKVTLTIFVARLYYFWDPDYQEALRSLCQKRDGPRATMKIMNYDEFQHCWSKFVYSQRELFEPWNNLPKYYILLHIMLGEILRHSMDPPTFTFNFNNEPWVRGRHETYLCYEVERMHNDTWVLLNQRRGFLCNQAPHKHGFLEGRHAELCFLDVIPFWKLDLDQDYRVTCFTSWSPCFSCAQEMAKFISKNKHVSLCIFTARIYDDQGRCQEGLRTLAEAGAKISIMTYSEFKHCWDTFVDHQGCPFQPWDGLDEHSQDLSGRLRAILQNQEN
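HeLa cells stably expressing Vif and C-terminally eYFP-tagged A3G, seeded overnight at 37 deg C, then exposed to compound by pintool overnight at 37 deg C. Rise in yellow fluorescence (Ex 488/Em 500-530, Acumen) marks blocked Vif-driven A3G degradation.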
IDH1 R132H inh = qHTS for Inhibitors of mutant isocitrate dehydrogenase 1 (IDH1): qHTS | Potency, µM (series often up to 76.6 µM), for inactives: at the highest dose activity change, negative = inhibition, usual class: inhibitors | AID 602179, 2012 | Isocitrate dehydrogenase [NADP] cytoplasmic (Homo sapiens), O75874 | IDH1-R132H enzyme, NADPH consumption, diaphorase/resazurin fluorescence | 390,000 tested, 0.093% active; further: on the % scale 0 is the no-effect control and ±100 the full control effect; nearly all actives have a fitted effect of over 65% in size
Target sequence (O75874 whole entry R132H, stated change not applied): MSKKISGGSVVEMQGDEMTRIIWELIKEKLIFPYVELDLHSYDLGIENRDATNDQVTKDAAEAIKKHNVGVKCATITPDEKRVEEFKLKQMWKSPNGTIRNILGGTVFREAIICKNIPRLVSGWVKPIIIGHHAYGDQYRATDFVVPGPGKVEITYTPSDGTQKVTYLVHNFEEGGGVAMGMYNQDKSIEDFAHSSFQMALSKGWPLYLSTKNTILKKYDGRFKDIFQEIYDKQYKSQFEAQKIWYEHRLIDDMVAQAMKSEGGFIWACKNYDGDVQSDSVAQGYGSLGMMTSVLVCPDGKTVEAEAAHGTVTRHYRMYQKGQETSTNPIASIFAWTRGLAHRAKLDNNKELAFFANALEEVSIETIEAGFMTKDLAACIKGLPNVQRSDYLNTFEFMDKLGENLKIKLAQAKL
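IDH1-R132H (0.5 ug/mL dispensed) in pH 7.5 Tris buffer was preincubated 30 min with compound, then given a substrate mix of 0.016 mM NADPH and 2 mM alpha-KG for 80 min at room temperature; remaining NADPH was read by diaphorase/resazurin fluorescence.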
Active calls of the source: *; ? = inconclusive; / = no result given; & = joins results of further samples; ! = not confirmed by another sample; [ ] = another dose, or the depositor's remark. The call rests on the fitted dose curve; in most records, active means well fitted curve in the direction sought with a large enough effect; inconclusive means small, poorly fitted or top-dose-only effect, or another doubt; inactive means no such curve, though single readings can be large; an effect the other way counts as inactive or inconclusive. Potency means the concentration at half of the fitted maximal effect.

SMILES	Vif-APOBEC3F blk	TrxR1 substrate	USP1 inh	RXFP1 agonist	RGS4 inh	12-LOX inh	rTrxR1 inhibitor	Vif-A3G inh	IDH1 R132H inh
COc1ccc(N2CCN(C(CNC(=O)C(C)(C)C)c3ccco3)CC2)cc1 (stereo not drawn)	0%	8%	-22%	-0.1%	8%[11.4 µM]	-2%	33%	3%	-3%
COc1ccccc1N=C1SC(C(=O)Nc2ccccc2OC)CC(=O)N1C (stereo not drawn)	3%	-6%	7%	-1.9%	8%	2%	5%	1%	-14%
O=C(COC(=O)Cc1ccc(Br)cc1)NCC1CCCO1 (stereo not drawn)	3%	-10%	-1%	/	16%	-19%	-1%	-4%	0%
O=c1[nH]c(-c2cccs2)nc2ccccc12	2%	-3%	-12%	-1.8%	25%	14%	-8%	2%	0%
CC(=O)Nc1ccc(S(=O)(=O)NCCC(=O)OC(C)C(=O)c2ccc(C)cc2)cc1 (stereo not drawn)	-6%	-5%	-14%	-2.9%	26%	124%[activator]	3%	2%	2%
CC(C)(C)c1ccc(S(=O)(=O)/C=C/C#N)cc1	/	5%[57.1 µM]	/	/	2.1µM*	/	2.1µM*!	-11%	/
COc1ccc2nc3n(c(=O)c2c1)-c1cc2ccccc2cc1C(=O)NC3Cc1ccccc1 (stereo not drawn)	-1%	/	-26%	/	/	?	/	-28%	5%
NC(CSS(=O)(=O)O)=NCCC12CC3CC(CC(O)(C3)C1)C2	0%	-8%	?	0.1%	?	-2%	133%[activator]	0%	-2%
COc1ccc(C2(C(=O)NCCN3CCOCC3)CCOCC2)cc1	0%	5%	-3%	1.1%	-14%	-7%	2%	2%	0%
COc1ccc(Cn2c(CO)cnc2SCc2ccc(C)cc2)cc1	-4%	1%[57.1 µM]	11%	0.2%	-46%	-2%	-4%[57.1 µM]	3%	-4%
Cc1cc(C)c(C(=O)/C=C/c2ccc(C(C)C)cc2)c(=O)[nH]1	-9%	-9%	-19%	3.6%	1%	-17%	-18%	-16%	1%
O=C1CC(=O)N(CCc2ccccc2)C(=O)N1CCc1ccccc1	-3%	1%	-19%	-1.9%	?	?	?	-14%	3%
Nc1c(C(=O)c2ccccc2)sc2c1c(=O)[nH]c(=O)n2-c1ccccc1	6%	2%	-11%	-0.7%	4%	1%	14%	-7%	-4%
Cc1cc(NC(=O)CCc2nc3cccnc3n2Cc2cccs2)ccc1Br	?	-5%	-24%	1.0%	22%	-10%	8%	-4%	3%
Cc1ccc(C(=O)NCC(=O)OCC(=O)c2ccccc2)s1	-4%	5%	-26%	1.4%	-3%	-26%	26%	-8%	-5%
Cc1cc(C)c(C(=O)COC(=O)c2ccc(NC(=O)CC#N)cc2)cc1C	?	-3%	3%	2.7%	-5%	0%	-4%	-13%	3%
CC1(CC(=O)O)SC(=O)NC1=O (stereo not drawn)	-15%	-3%	-3%	-1.5%	24%	-9%	10%	-1%	-2%
COc1ccc(NC(=O)c2cc3ccccc3o/c2=N\NS(=O)(=O)c2ccc(C)cc2)cc1	-5%	-8%	-20%	3.3%	2%	-7%	-14%	-6%	0%
Cc1c(NC(=O)CSc2ncn[nH]2)c(=O)n(-c2ccccc2)n1C	4%	-4%	-12%	1.7%	0%	0%	3%	1%	3%
Cc1cc(Cl)ccc1OCCCC(=O)Nc1cccc(-n2cnnn2)c1	1%	-12%	-17%	3.6%	-31%	6%	5%	-6%	0%
COc1ccc(NC(=S)N2CCC(N(C)CCN3CCOCC3)CC2)cc1Cl	-7%	-12%	-13%	0.1%	-19%	25%	-24%	2%	1%
CC(C)CC(C)NC(=O)c1ccc(C(F)(F)F)cc1 (stereo not drawn)	-13%	3%	-13%	1.4%	-17%	-4%	-4%	-7%	3%
O=C1CC[C@@H](O)CCN1CC[C@H](Sc1ccc(Br)cc1)c1ccccc1	-5%	1%&6%	?	-1.2%	-31%	-3%	42%&55%[activator]	0%&1%	0%
COCCn1c(-c2ccc(C#N)cc2)nc2c1c(=O)[nH]c(=O)n2Cc1ccccc1	-2%	457%[activator]	-25%	5.4%	-1%	-3%	31%[activator]	-6%	-8%
O=[N+]([O-])c1cccc(S(=O)(=O)Nc2ccc(S(=O)(=O)N3CCCC3)cc2)c1	8%	3%	-16%	/	6%	0%	8%	-1%	3%
SMILES	Vif-APOBEC3F blk	TrxR1 substrate	USP1 inh	RXFP1 agonist	RGS4 inh	12-LOX inh	rTrxR1 inhibitor	Vif-A3G inh	IDH1 R132H inh
CCCCNc1ccc(C(CC(N)=O)NC(=O)Cc2ccc(Br)cc2)cc1[N+](=O)[O-] (stereo not drawn)	-2%	-1%	-22%	0.0%	-11%	-30%	13%	-6%	2%
O=C(Nc1cc(Cl)cc(Cl)c1)N1CCN(C(=O)C2CCCO2)CC1 (stereo not drawn)	-16%	-1%	0%	-0.9%	3%	-1%	14%	-1%	2%
CCSc1nnc(NC(=O)CSc2nc(C)cc(C)n2)s1	-7%	-5%	-7%	1.8%	10%	0%	6%[57.1 µM]	0%	2%
CC1CC(C)CN(CCOCCSc2ccccc2)C1 (stereo not drawn)	-18%	-7%	-15%	4.1%	-25%	?	-8%	-1%	5%
Cc1ccccc1-n1c(=O)cc(N2CCc3ccccc3C2)[nH]c1=O	-1%	5%	?	1.7%	-31%	-17%	?	0%	-3%
O=C1c2ccccc2C(=O)N1CN(C(=O)COc1ccccc1)c1ccc(F)cc1	-15%	-7%	-22%	0.2%	-27%	-8%	-8%	-1%	0%
CCOC(=O)N/N=C1\CCS(=O)(=O)c2ccc(Cl)cc21	-3%	0%	-18%	0.2%	3%	?	19%	0%	-10%
Cc1ccc(S(=O)(=O)N2[C@@H](c3ccc(Cl)cc3)C(C(=O)O)=CC[C@H]2c2ccc(Cl)c(Cl)c2)cc1	-2%	1%[57.1 µM]	-30%	-0.8%	-14%	?	9%	-19%	-7%
COc1ccc(/C=C/C(=O)Nc2ccc(S(=O)(=O)Nc3cc(C)nc(C)n3)cc2)cc1OC	4%	153%[activator]	-9%	1.1%	-9%	?	127%[activator]	-3%	-4%
COc1ccc(-n2c(SCC(=O)C(C)(C)C)nc3ccsc3c2=O)cc1	7%	2%[57.1 µM]	?	?	17%	2%	26%[57.1 µM]	0%	2%
NS(=O)(=O)c1ccc(CNC(=O)/C=C/c2ccc(S(=O)(=O)N3CCOCC3)cc2)cc1	-6%	-8%	-13%	0.0%	19%	-12%	0%	6%	2%

Arranged by length of the SMILES (rising): part of the list above.
SMILES	Vif-APOBEC3F blk	TrxR1 substrate	USP1 inh	RXFP1 agonist	RGS4 inh	12-LOX inh	rTrxR1 inhibitor	Vif-A3G inh	IDH1 R132H inh
CC1CC(C)CN(CCOCCSc2ccccc2)C1 (stereo not drawn)	-18%	-7%	-15%	4.1%	-25%	?	-8%	-1%	5%
CCSc1nnc(NC(=O)CSc2nc(C)cc(C)n2)s1	-7%	-5%	-7%	1.8%	10%	0%	6%[57.1 µM]	0%	2%
CCOC(=O)N/N=C1\CCS(=O)(=O)c2ccc(Cl)cc21	-3%	0%	-18%	0.2%	3%	?	19%	0%	-10%
Cc1ccccc1-n1c(=O)cc(N2CCc3ccccc3C2)[nH]c1=O	-1%	5%	?	1.7%	-31%	-17%	?	0%	-3%
O=C(Nc1cc(Cl)cc(Cl)c1)N1CCN(C(=O)C2CCCO2)CC1 (stereo not drawn)	-16%	-1%	0%	-0.9%	3%	-1%	14%	-1%	2%
COc1ccc(-n2c(SCC(=O)C(C)(C)C)nc3ccsc3c2=O)cc1	7%	2%[57.1 µM]	?	?	17%	2%	26%[57.1 µM]	0%	2%
O=C1c2ccccc2C(=O)N1CN(C(=O)COc1ccccc1)c1ccc(F)cc1	-15%	-7%	-22%	0.2%	-27%	-8%	-8%	-1%	0%
CCCCNc1ccc(C(CC(N)=O)NC(=O)Cc2ccc(Br)cc2)cc1[N+](=O)[O-] (stereo not drawn)	-2%	-1%	-22%	0.0%	-11%	-30%	13%	-6%	2%
NS(=O)(=O)c1ccc(CNC(=O)/C=C/c2ccc(S(=O)(=O)N3CCOCC3)cc2)cc1	-6%	-8%	-13%	0.0%	19%	-12%	0%	6%	2%

This is a subset (hit frequency here may not be typical).
